# Screening results: PubChem, National Center for Advancing Translational Sciences (NCATS)
# KB-3-1 cytotox – kills parental KB-3-1 adenocarcinoma cells. KB-3-1 viability, CellTiter-Glo ATP luminescence, 72 h. AID 1347075. Potency, µM (series often up to 46.1 µM), for the others: top-dose activity change, negative = cytotoxic, hits mostly cytotoxic. actives 1.4% (n = 400,000); further: on the % scale 0 is the no-effect control and ±100 the full control effect; nearly all actives have a fitted effect of over 60% in size
#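 Here the drug-naive KB-3-1 line serves as comparator for MDR sub-line selectivity; cells received compound titrations, 72 h at 37 °C, then CellTiter-Glo readout.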
# GLP-1R inv ag – GLP-1 receptor (human) inverse agonism; P43220; HEK293 GLP-1R CRE-luciferase, luminescence, 24 h; GLP-1R form is constitutively active; Potency, µM (top dose mostly 38.3 µM), without a hit: at the highest dose activity change, negative = inhibition, usual class: inhibitors; actives 1.6% (n = 410,000); AID 624417; further: on the % scale 0 is the no-effect control and ±100 the full control effect; nearly all actives have a fitted effect of over 55% in size
# Target sequence (P43220 whole entry, looked up): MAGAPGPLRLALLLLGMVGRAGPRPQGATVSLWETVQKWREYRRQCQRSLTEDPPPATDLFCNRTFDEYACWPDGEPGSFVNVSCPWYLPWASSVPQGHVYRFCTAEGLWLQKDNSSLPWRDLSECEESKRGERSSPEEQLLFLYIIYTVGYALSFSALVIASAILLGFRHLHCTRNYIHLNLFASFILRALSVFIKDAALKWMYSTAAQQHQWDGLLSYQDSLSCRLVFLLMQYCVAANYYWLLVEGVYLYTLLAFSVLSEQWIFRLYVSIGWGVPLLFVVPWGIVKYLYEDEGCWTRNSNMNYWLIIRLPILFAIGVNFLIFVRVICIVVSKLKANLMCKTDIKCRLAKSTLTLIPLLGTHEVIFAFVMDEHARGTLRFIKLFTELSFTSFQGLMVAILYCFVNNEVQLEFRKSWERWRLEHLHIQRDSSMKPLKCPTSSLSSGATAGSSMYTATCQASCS
#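 Luminescence readout: a drop in cAMP-driven luciferase signal flags inverse agonism at a constitutively active GLP-1R stably expressed in HEK293. Compound exposure lasted 24 hr at 37 deg C, 5% CO2.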
# GLP-1R agonist – activates the human GLP-1 receptor. HEK293 GLP-1R CRE-luciferase, luminescence, 4-6 h; cells express a hypersensitive GLP-1R form. Potency, µM (top dose mostly 45.6 µM), for inactives: at the highest dose activation, actives largely listed as activators. actives 0.007% (n = 380,000); further: % of control where 0% means no effect
# HT1080 IDH1KD tx – toxicity to HT-1080 IDH1 knockdown cells (counter line); HT-1080 IDH1 knockdown viability, ATP luminescence, 48 h; Potency, µM (highest dose often 46.1 µM), for the others: at the highest dose activity, negative = toxicity, most hits filed as cytotoxic; actives 2% (n = 360,000); AID 686971;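 further: 0% = DMSO wells and -100% = cell-free medium wells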
#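 Assay cells: HT-1080 with IDH1 knockdown, 750 per well, RPMI/5% FBS. Exposure: 48 h at 37 °C following 2 h pre-incubation. Read: CellTiter-Glo luminescence; fitted concentration-response, curve class assigned.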
# SW480 rereplic – inducers of DNA re-replication in SW480 colon cancer cells. AID 624297. actives 1.8% (n = 340,000). Potency, µM (highest dose often 46.1 µM), for inactives: top-dose re-replication activation, most hits filed as activators. SW480 DNA re-replication, Hoechst DNA content imaging, 48 h; further: % of control where 0% means no effect; nearly all actives have a fitted effect of over 55% in size
#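 Image-based DNA-content assay: after two days of treatment, nuclei were labelled with the DNA dye Hoechst and imaged, and hits were compounds raising the count of nuclei showing high fluorescence intensity.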
# KB-V1 MDR tox – kills drug-selected multidrug resistant KB-V1 cells. Potency, µM (series often up to 46.1 µM), for inactives: at the highest dose activity change, negative = cytotoxicity, most hits filed as cytotoxic. AID 1347076. KB-V1 MDR cells viability, CellTiter-Glo, 72 h. actives 3.4% (n = 400,000); further: on the % scale 0 is the no-effect control and ±100 the full control effect; nearly all actives have a fitted effect of over 60% in size
#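 Compound-treated KB-V1 multidrug-resistant cells, 72 h, 37 degrees C; viability by CellTiter-Glo. Fitted qHTS curves give the values.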
# HT1080NT lethal – kills 2HG-producing HT-1080-NT fibrosarcoma cells | HT-1080-NT fibrosarcoma viability, CellTiter-Glo ATP luminescence, 48 h | Potency, µM (top dose mostly 46.1 µM), without a hit: at the highest dose activity, negative = less viability, usual class: cytotoxic | actives 1.6% (n = 360,000);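 further: NT is the 2HG producing partner of a matched IDH1 knockdown line; 0% = DMSO-treated cells and -100% = media-only wells without cells; nearly all actives have a fitted effect of over 55% in size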
#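 Read-out is CellTiter-Glo luminescence after 10 minutes at room temperature, following 48 hours' compound treatment of HT-1080-NT cells (750 cells/well, RPMI, 5% FBS, 37 degrees C).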
# TDP43 rescue – TDP-43 toxicity inhibition in yeast | Potency, µM (series often up to 46.1 µM), inactives show at the highest dose growth rescue (activation), actives largely listed as activators | actives 1.8% (n = 410,000) | TDP-43 expressing yeast growth rescue, BacTiter-Glo, 24 h; further: % of control where 0% means no effect; nearly all actives have a fitted effect of over 50% in size
#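 Galactose-induced TDP-43 yeast, OD600=0.02, compound pinned; 24 hr, 30 deg C; BacTiter-Glo luminescence for growth. Inhibitors of TDP-43 toxicity read as activators.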
# GLP1R cytotox – cytotoxicity counter-screen for GLP-1 receptor inverse agonists; Potency, µM (series often up to 38.3 µM), for the others: top-dose activity change, negative = inhibition, actives largely listed as inhibitors; actives 0.13% (n = 410,000); HEK293 cAMP-luciferase reporter cells, luminescence, 24 h;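 further: loss of luciferase light is scored as toxicity; on the % scale 0 is the no-effect control and ±100 the full control effect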
#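 Seeding density was 200 cells/uL; after overnight-length (12 h) culture, 23 nL compounds went on for 24 h at 37 °C. Readout used a luciferase detection reagent, luminescence taken after 12 min at room temperature.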
# The depositor's hits bear a star; ? = inconclusive; . = no result given; [ ] = remark or other dose. The call rests on the fitted dose curve; in most records, active means well fitted curve in the direction sought with a large enough effect; inconclusive means small, poorly fitted or top-dose-only effect, or another doubt; inactive means no such curve, though single readings can be large; an effect the other way counts as inactive or inconclusive. Potency means the concentration at half of the fitted maximal effect.
SMILES,KB-3-1 cytotox,GLP-1R inv ag,GLP-1R agonist,HT1080 IDH1KD tx,SW480 rereplic,KB-V1 MDR tox,HT1080NT lethal,TDP43 rescue,GLP1R cytotox
CCn1c(=O)c2sccc2n2c(CCC(=O)Nc3ccc(OC)cc3OC)nnc12,20%,14%,-3%,.,.,0%,.,0%,1%
COC(=O)CCCC(=O)Nc1c(F)c(F)c(F)c(F)c1F,11%,7%,2%,-5%,-2%,6%,-1%,0%,2%
Cc1ccc(NC(=S)NNC(=O)Cn2nc(C(F)F)cc2C(F)F)cc1,6%,-1%,-2%,16%,1%,3%,2%,21%,-8%
COc1ccccc1NC(=O)C(C)N(C)CCOc1ccccc1 (configuration not stated),0%,11µM*,17%,-2%,3%,-28%,4%,-7%,20%
NCCSc1c(-c2ccccc2)[nH]c2ccccc12,11%,?,-5%,-4%,4%,24%,-12%,0%,-9%
Nc1ccc2c(c1)C(=NO)c1cc([N+](=O)[O-])ccc1-2,-24%,?,4%,?,10µM*,-7%,-16%,11µM*,?
COc1cc(S(=O)(=O)Nc2ccc(C)cc2)ccc1N=Cc1c(C)[nH]n(-c2ccccc2)c1=O,-15%,?,-7%,-20%,13%,?,-13%,23%,?
CCOC(=O)C1=C(COC(=O)/C=C/c2ccccc2F)NC(=O)NC1C (configuration not stated),2%,33%,-5%,2%,-3%,1%,15%,11%,1%
CCc1nc2ccc(C(=O)N3CCCC(C(N)=O)C3)cn2c1N(CCC(C)C)CCN(C)C (configuration not stated),0%,18%,-6%,13%,.,3%,16%,15%,4%
Cc1nnc(SCC(=O)NC2CCS(=O)(=O)C2)n1-c1ccccc1 (configuration not stated),0%,-2%,0%,14%,-12%,-4%,19%,0%,1%
CCCn1c(N2CCN(S(=O)(=O)Cc3ccccc3)CC2)nc2ccccc21,?,1%,7%,1%,?,-15%,-3%,1%,-17%
CCCCn1nc(C(=O)Nc2ccc(-n3cnnn3)cc2)c2ccccc2c1=O,16%,13%,-2%,4%,?,?,6%,7%,-36%
COc1cc(/C=N/NC(=O)C2(O)c3ccccc3-c3ccccc32)ccc1O,6%,10%,4%,-3%,8%,-4%,-5%,11%,-1%[1.53 µM]
CCC1CCCCN1CCN1C(=O)C2C(C(=O)Nc3ccc(OC)cc3)C3C=CC2(O3)C1C(=O)NC1CCCCC1 (configuration not stated),1%,?,15%,-10%,17%,-18%,-3%,-8%,-11%
O=C(Cc1ccccc1)Nc1ccc2oc(=O)ccc2c1,?,-4%[7.66 µM],4%,15%,-4%,-2%,9%,6%,-2%[7.66 µM]
CCN(CC)C(=O)c1ccc(C(=O)c2c(C)cc(C)cc2C)cc1,0%,?,1%,-12%,12%,-20%,-7%,-9%,5%
NC(=O)NC(=O)COC(=O)CN1C(=O)C2CCCCC2C1=O (configuration not stated),12%,19%,5%,-9%,-70%[inhibitor],0%,-2%,-27%,4%
Fc1ccc(CN2CC[C@H]3C=CCc4cccc(c43)C2)cc1,-12%,?,-4%,-12%,8%[9.22 µM],4%,-5%,-10%,2%
OCCN1CCOCCN(CCO)CCOCC1,1%,9%,5%,4%,-3%,0%,-2%,3%,65%[activator]
COC(=O)c1ccc(C(=O)OC)c(NC2=NS(=O)(=O)c3ccccc32)c1,-11%,0%,-7%,0%,1%,-7%,2%,0%,-2%

# Among those listed so far, seven contain sulfur.
SMILES,KB-3-1 cytotox,GLP-1R inv ag,GLP-1R agonist,HT1080 IDH1KD tx,SW480 rereplic,KB-V1 MDR tox,HT1080NT lethal,TDP43 rescue,GLP1R cytotox
CCn1c(=O)c2sccc2n2c(CCC(=O)Nc3ccc(OC)cc3OC)nnc12,20%,14%,-3%,.,.,0%,.,0%,1%
Cc1ccc(NC(=S)NNC(=O)Cn2nc(C(F)F)cc2C(F)F)cc1,6%,-1%,-2%,16%,1%,3%,2%,21%,-8%
NCCSc1c(-c2ccccc2)[nH]c2ccccc12,11%,?,-5%,-4%,4%,24%,-12%,0%,-9%
COc1cc(S(=O)(=O)Nc2ccc(C)cc2)ccc1N=Cc1c(C)[nH]n(-c2ccccc2)c1=O,-15%,?,-7%,-20%,13%,?,-13%,23%,?
Cc1nnc(SCC(=O)NC2CCS(=O)(=O)C2)n1-c1ccccc1 (configuration not stated),0%,-2%,0%,14%,-12%,-4%,19%,0%,1%
CCCn1c(N2CCN(S(=O)(=O)Cc3ccccc3)CC2)nc2ccccc21,?,1%,7%,1%,?,-15%,-3%,1%,-17%
COC(=O)c1ccc(C(=O)OC)c(NC2=NS(=O)(=O)c3ccccc32)c1,-11%,0%,-7%,0%,1%,-7%,2%,0%,-2%

# 3 structures from above, sorted by SMILES length, largest number first.
SMILES,KB-3-1 cytotox,GLP-1R inv ag,GLP-1R agonist,HT1080 IDH1KD tx,SW480 rereplic,KB-V1 MDR tox,HT1080NT lethal,TDP43 rescue,GLP1R cytotox
COc1cc(S(=O)(=O)Nc2ccc(C)cc2)ccc1N=Cc1c(C)[nH]n(-c2ccccc2)c1=O,-15%,?,-7%,-20%,13%,?,-13%,23%,?
NCCSc1c(-c2ccccc2)[nH]c2ccccc12,11%,?,-5%,-4%,4%,24%,-12%,0%,-9%
OCCN1CCOCCN(CCO)CCOCC1,1%,9%,5%,4%,-3%,0%,-2%,3%,65%[activator]
